# CDK5 inh – inhibitors of human CDK5/p35 kinase, primary screen, biochemical, single concentration; Recombinant CDK5/p35, ADP-Glo luminescence, 60 min; inhibition, % at 10 µM; 0.01% of 330,000 active; AID 488839, 2010;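 active means highest replicate inhibition of at least 50% and at least 75% of replicates reaching 50%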;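 further: plate controls were DMSO neutral control for no effect and GW8510 at 10 µM for full effect; many of its hits are not listed in these tables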
# HTR5A inv ag – HTR5A inverse agonists in luminescence cell assay, primary screen, counter-screen for OPRM1-OPRD1 heterodimer inverse agonist project, full-deck HTS | 5-hydroxytryptamine receptor 5A (Homo sapiens), P47898 | HTR5A cell line, inverse agonism | inhibition, % at 9.3 µM | 0.083% of 340,000 active | AID 504634, 2011; in the data active means inhibition mostly above about 23%, no sharp cut-off; inactive means mostly below about 18%;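 further: 0% = cells with DMSO and 100% = no-cell wells with DMSO; some compounds called inactive have numbers as strong as hits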
# NSD2 HMT inh – NSD2 histone methyltransferase inhibitors, primary screen, biochemical, AlphaScreen, single concentration, set 2; Histone-lysine N-methyltransferase NSD2 (Homo sapiens), O96028; NSD2 peptide methylation, 120 min; inhibition, % at 12.5 µM; 0.54% of 310,000 active; in the data active means inhibition above about 50%
# Target sequence (O96028 whole entry, looked up): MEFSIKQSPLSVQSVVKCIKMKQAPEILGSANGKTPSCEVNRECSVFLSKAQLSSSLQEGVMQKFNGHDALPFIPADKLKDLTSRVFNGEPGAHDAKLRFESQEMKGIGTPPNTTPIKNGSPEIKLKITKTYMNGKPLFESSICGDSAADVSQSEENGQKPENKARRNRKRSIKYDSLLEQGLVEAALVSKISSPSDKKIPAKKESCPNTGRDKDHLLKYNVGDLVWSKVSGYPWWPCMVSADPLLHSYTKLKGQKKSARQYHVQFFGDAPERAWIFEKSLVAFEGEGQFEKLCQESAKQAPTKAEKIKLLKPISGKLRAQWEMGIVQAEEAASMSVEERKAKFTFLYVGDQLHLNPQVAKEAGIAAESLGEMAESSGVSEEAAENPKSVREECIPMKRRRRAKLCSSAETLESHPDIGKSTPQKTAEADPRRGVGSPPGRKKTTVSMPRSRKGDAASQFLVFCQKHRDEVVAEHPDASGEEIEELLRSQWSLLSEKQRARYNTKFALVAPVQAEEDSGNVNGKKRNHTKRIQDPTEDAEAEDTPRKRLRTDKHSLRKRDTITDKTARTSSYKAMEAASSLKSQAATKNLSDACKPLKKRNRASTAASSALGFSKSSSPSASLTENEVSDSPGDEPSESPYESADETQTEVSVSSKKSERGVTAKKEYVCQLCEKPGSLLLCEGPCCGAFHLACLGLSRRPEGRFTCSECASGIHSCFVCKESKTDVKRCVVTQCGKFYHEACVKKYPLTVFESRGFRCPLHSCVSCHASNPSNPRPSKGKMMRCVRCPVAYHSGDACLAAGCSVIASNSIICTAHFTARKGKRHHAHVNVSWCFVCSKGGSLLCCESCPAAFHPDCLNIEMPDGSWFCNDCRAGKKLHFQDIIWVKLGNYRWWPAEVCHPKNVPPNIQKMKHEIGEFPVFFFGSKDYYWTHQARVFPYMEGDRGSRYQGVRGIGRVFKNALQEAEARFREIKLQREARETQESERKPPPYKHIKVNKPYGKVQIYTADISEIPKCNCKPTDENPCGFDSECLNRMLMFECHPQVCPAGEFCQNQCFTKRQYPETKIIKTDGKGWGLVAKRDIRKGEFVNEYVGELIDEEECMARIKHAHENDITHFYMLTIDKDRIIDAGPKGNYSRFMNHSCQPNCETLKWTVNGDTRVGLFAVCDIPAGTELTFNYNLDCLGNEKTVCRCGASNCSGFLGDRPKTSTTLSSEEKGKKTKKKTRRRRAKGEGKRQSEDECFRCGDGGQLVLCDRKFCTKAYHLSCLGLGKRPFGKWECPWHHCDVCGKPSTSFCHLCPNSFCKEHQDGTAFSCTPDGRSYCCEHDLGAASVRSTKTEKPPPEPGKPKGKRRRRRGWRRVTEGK
# PvdQ inh – P. aeruginosa PvdQ acylase inhibitors, primary screen, biochemical, fluorescence, plate reader and imaging, single point | PvdQ acylase [Pseudomonas aeruginosa LESB58] | purified PvdQ acylase | inhibition, % at 10 µM | 0.063% of 340,000 active; in the data active means inhibition above about 30%, passing the limit was not always enough;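 further: 0% = vehicle neutral wells and 100% = reference inhibitor wells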
# dFosB act – activators of delta FosB homodimer, primary screen, biochemical, fluorescence polarization, TAMRA-CDK5 oligo, single point. Protein FosB (Mus musculus), P13346. 0.99% of 340,000 active. activation, % at 25 µM. purified delta FosB; percent of positive-control signal above neutral wells;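 active means mean activation above about 17%, with every replicate also reaching it, limit read from the data, passing the limit was not always enough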;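 further: fluorescence polarization rise as delta FosB binds a TAMRA Cdk5 AP-1 oligo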
# HTR5A ag – HTR5A agonists in luminescence cell assay, primary screen, counter-screen for OPRM1-OPRD1 heterodimer agonist project, full-deck HTS; cell-based; activation, % at 9.3 µM; 0.61% of 340,000 active; in the data active means activation mostly above about 9.5%, no sharp cut-off; inactive means mostly below about 7.6%;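 further: 0% = cells with vehicle only and 100% = reference agonist; strong numbers were not always called active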
# MITF act – activators of MITF-driven TRPM1 promoter reporter, primary screen, cell-based, SK-MEL-5, luciferase, single point; 0.75% of 300,000 active; SK-MEL-5 TRPM1-promoter luciferase, 24 h; % of positive control, neutral wells = 0; activation, % at 12.5 µM;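 active means mean activation of at least 80% with every replicate also reaching 80%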;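 further: 0% = neutral control wells and 100% = parthenolide positive control wells; values of inactives mirror those of a sister screen read the other way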
# Wnt bcat act – Wnt/beta-catenin pathway activators, primary screen, cell-based, plate reader, single point; Wnt/beta-catenin reporter cell assay, activator; activation, % at 9.35 µM; 1.2% of 300,000 active; AID 743398, 2014; in the data active means activation above about 30%, passing the limit was not always enough;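 further: 0% = neutral control wells and 100% = positive control wells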
# V-ATPase pH – regulators of yeast V-ATPase proton pumping, primary screen, pHLuorin cytosolic pH fluorescence; response, % at 10 µM; S. cerevisiae; 0.37% of 350,000 active; in the data active means response mostly above about 7.3%, no sharp cut-off; inactive means mostly below about 5.4%; further: actives read high; inactives centre near 0; some compounds called inactive have numbers as strong as hits; reference of the scale not given here
# SR-BI HDL uptake – inhibitors of SR-BI mediated HDL lipid uptake, primary screen, ldlA[mSR-BI] cells, fluorescence, single point. inhibition, % at 12.5 µM. Scavenger receptor class B member 1 (Mus musculus), Q61009. 0.96% of 320,000 active. ldlA[mSR-BI] CHO cells, DiI-HDL uptake fluorescence, 3 h;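 active means mean replicate inhibition of at least 70% and a set share of replicates each scoring 70 or more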;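 further: 0% = median of neutral control wells and 100% = median of positive control wells; values of inactives mirror those of a sister screen read the other way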
# Numbers without * were called inactive; / = no result given.
# Below each SMILES – CDK5 inh	HTR5A inv ag	NSD2 HMT inh	PvdQ inh	dFosB act	HTR5A ag	MITF act	Wnt bcat act	V-ATPase pH	SR-BI HDL uptake
1) Cc1nc2c(C(=O)N3CCC4(CC3)OCCO4)cnn2c(C)c1Cc1cccc(Cl)c1
    -0.1	-4	-2	-13	2	1	2	-1	0	7
2) O=C(COC(=O)Cc1ccccc1)NNC(=O)c1ccc([N+](=O)[O-])cc1
    2.9	1	-3	9	-1	0	-6	-2	-2	-18
3) COC(=O)C1=C(c2ccc(C(C)=O)cc2)C[C@@H]2CC[C@H]1N2C(=O)NCc1ccc(C(F)(F)F)cc1
    -0.1	-35	/	-4	-9	0	7	/	-2	-11
4) c1ccc(CC2CCCCN2)cc1 (stereo not given)
    0.3	-11	-4	9	6	6	/	1	-1	-7
5) CCCCCCC(=O)N/N=C/c1c(O)n(C(C)CC)c(=S)[nH]c1=O (stereo not given)
    -1.2	7	0	-6	-11	3	0	-6	-1	0
6) CCCC12CN3CCN(C1)CC(CCC)(C3)C2=O
    -0.7	11	-4	-4	0	-4	-2	-4	10	-21
7) CCN(CCCl)c1cc(CN(C)C)cc(NC(=O)c2ccc(C(=O)Nc3cc(CN(C)C)cc(N(CC)CCCl)c3)cc2)c1
    3.3	0	0	-6	38*	0	-98	-11	-3	-27
8) CC(C)CCNC(=O)c1cc(C(=O)c2cc(Br)ccc2O)cn(CCC(C)C)c1=O
    1.0	-3	5	11	0	-5	-11	-3	0	57
9) O=C1C(Cl)=CC(=Nc2ccc(O)cc2)C=C1Cl
    5.5	-2	/	-18	-19	1	-16	-3	0	3
10) Cc1cccc(OP(=O)(Oc2cccc(C)c2)OC(c2ccccc2)C(F)(F)F)c1 (stereo not given)
    1.7	16	-7	-8	-6	2	-9	/	-1	23
11) NC1CCc2cc(O)c(O)cc2C1 (stereo not given)
    0.0	-21	/	6	-2	6	2	-3	2	-17
12) CCOP(=O)(OCC)C(O)c1ccccc1 (stereo not given)
    1.7	7	-4	-9	-2	3	-4	0	-2	19
13) CC(=NCCc1ccccc1)c1c(O)[nH]c(=O)[nH]c1=O
    0.9	-19	-1	-12	-3	2	-2	-1	-1	3
14) CC(C)(C)c1ccc(S(=O)(=O)N2CC3CC(C2)c2cccc(=O)n2C3)cc1 (stereo not given)
    -1.7	-36	-1	-4	-7	15	5	-1	0	-12
15) CCC(NC(=O)OC(C)(C)C)C(=O)Oc1cc(C)cc2oc(=O)c3c(c12)CCC3 (stereo not given)
    -4.2	0	1	-15	-14	3	-5	-4	-1	23
16) N#Cc1ccc(NC(=O)CN2CCCC2)cc1Cl
    -1.6	2	3	-10	1	4	-7	-1	-1	5
17) CCOC(=O)c1c(C)n(CC(O)CN2CCOCC2)c2cc(Br)c(OC)cc12 (stereo not given)
    1.8	19	7	-8	0	3	-17	0	0	44
18) Cc1ccc(NC(=O)CSc2nnc([C@@H](N)Cc3c[nH]c4ccccc34)o2)c(C)c1
    -2.1	10	1	-17	-4	-4	/	/	-2	21
19) O=C1Nc2ccccc2/C1=C/c1cnc[nH]1
    102*	11	3	-13	7	2	-17	4	-3	-17
20) O=C1NC(=O)N(Cc2ccco2)C(=O)/C1=C/c1ccc(-c2cccc([N+](=O)[O-])c2)o1
    -2.4	1	/	4	-18	-1	-14	/	-4	14
21) O=C1NC(=O)C(CCOc2ccccc2)(CCc2ccccc2)C(=O)N1
    -2.4	15	1	25	-4	-4	-1	-1	-4	-41
22) Cc1cccc(-c2nc3ccccc3c(=O)n2-n2cccc2)c1
    -0.5	-21	-5	-3	4	9	-1	/	0	-34
23) Cc1ccc(-c2nc3ccc(C)cn3c2CC(=O)N(C)C)cc1
    -0.3	-28	/	-15	-3	-1	-1	0	-1	4
24) COc1c(C=C2C(=O)NC(=O)NC2=O)c(CCN(C)C(=O)c2ccccc2)cc2c1OCO2
    1.4	10	/	-7	-7	-2	-3	0	-3	-12
25) O=C(O)c1cc(Oc2ccc(C(F)(F)F)cc2Cl)ccc1[N+](=O)[O-]
    0.8	-12	/	-12	4	2	6	0	-1	0
26) OC1/C(=C/c2ccc(F)cc2)N2CCC1CC2 (stereo not given)
    0.3	-2	-2	3	3	1	7	-1	4	-17
27) CC(=O)OC(C)(C)/C=C/C(=O)C(C)(O)C1[C@H](O)C[C@@]2(C)C3CC=C4C(CC[C@@H](O)C4(C)C)[C@]3(CO)C(=O)C[C@]12C (stereo not given in full)
    -1.1	5	-1	-5	-12	-1	-85	-16	-2	-2
28) O=C1Nc2ccccc2C1Cc1nc2ccccc2c(=O)n1-c1ccccc1 (stereo not given)
    0.6	-14	-8	-10	-16	1	-8	-1	0	/
29) CN1CCN(Cc2nnc3n2-c2ccc(Cl)cc2C(c2ccccc2)=NC3)CC1
    -4.2	-31	-2	-6	-8	4	3	0	0	-9
30) CC(=O)OC1CC(OC2C(O)CC(OC3C(O)CC(OC4CCC5(C)C(CCC6C5CCC5(C)C(C7=CC(=O)OC7)CCC65O)C4)OC3C)OC2C)OC(C)C1OC1OC(CO)C(O)C(O)C1O (stereo not given)
    0.6	-146	0	5	-14	37*	-78	-26	-5	-26

# Compound profiles, from the list above. Screens in order: CDK5 inh, HTR5A inv ag, NSD2 HMT inh, PvdQ inh, dFosB act, HTR5A ag, MITF act, Wnt bcat act, V-ATPase pH, SR-BI HDL uptake
# Results for CCCC12CN3CCN(C1)CC(CCC)(C3)C2=O → -0.7, 11, -4, -4, 0, -4, -2, -4, 10, -21
# Results for O=C(O)c1cc(Oc2ccc(C(F)(F)F)cc2Cl)ccc1[N+](=O)[O-] → 0.8, -12, /, -12, 4, 2, 6, 0, -1, 0
# Results for CN1CCN(Cc2nnc3n2-c2ccc(Cl)cc2C(c2ccccc2)=NC3)CC1 → -4.2, -31, -2, -6, -8, 4, 3, 0, 0, -9
# Results for c1ccc(CC2CCCCN2)cc1 (stereo not given) → 0.3, -11, -4, 9, 6, 6, /, 1, -1, -7
# Results for Cc1nc2c(C(=O)N3CCC4(CC3)OCCO4)cnn2c(C)c1Cc1cccc(Cl)c1 → -0.1, -4, -2, -13, 2, 1, 2, -1, 0, 7

# Remaining list, next part.
# Below each SMILES – CDK5 inh	HTR5A inv ag	NSD2 HMT inh	PvdQ inh	dFosB act	HTR5A ag	MITF act	Wnt bcat act	V-ATPase pH	SR-BI HDL uptake
31) Cc1ccc(C)c(OCC(=O)N2CCCN(C)CC2)c1
    0.7	-23	1	-14	3	3	-8	-2	1	-26
32) CC(O)(CS(=O)(=O)c1cccc(C(F)(F)F)c1)C(=O)Nc1ccc(C(F)(F)F)cc1 (stereo not given)
    -1.7	4	-2	12	-14	0	-4	-1	2	-20
33) CCCn1c(C)c(C(=O)c2cccc3ccccc23)c2ccccc21
    1.3	-13	/	11	6	-2	18	-2	-5	82*
34) OC(c1ccccc1)(c1ccccc1)c1ccncc1
    1.0	-1	-3	-10	-1	0	-18	-1	7	-3
35) Cc1cccc(-n2c(-c3ccco3)nc3ccccc3c2=O)c1C
    -2.9	-2	-1	-5	-3	-1	8	/	/	-31
36) C/C(=N\N=C(N)N)c1ccccc1
    1.9	15	-1	-5	-8	3	/	4	0	-27
37) c1ccc(CN2CCc3nc4ccccc4cc3C2)cc1
    0.1	4	0	-15	4	-1	/	19	-5	-5
38) CS(=O)(=O)NCc1nnc2n1-c1ccc(Cl)cc1C(c1ccccc1)=NC2
    1.9	13	-1	5	-5	-5	-4	-8	-5	6
39) CN(C)c1ccc(C=C(C#N)C#N)cc1
    -0.4	-5	-2	20	1	2	-7	/	6	0
40) COc1ccc(N=Cc2c(O)n(C)c(=O)n(C)c2=O)cc1
    0.2	-1	0	6	-1	0	20	5	-4	-16
41) CC(=NCC1CCCO1)c1c(O)n(-c2ccccc2)c(=O)[nH]c1=O (stereo not given)
    0.8	-37	-1	-3	-2	15	6	/	-4	-16
42) CCN1CCN(C(c2cccs2)C(C)NC(=O)Oc2ccccc2)CC1 (stereo not given)
    -0.4	-23	/	-7	-5	0	/	13	0	-4
43) O=C(Cn1nc(-c2ccc(Cl)cc2)ccc1=O)N1CCC2(CC1)OCCO2
    -0.5	0	/	-6	-1	0	-11	0	0	-15
44) CCCC(C)n1[nH]c(=O)c2c1NC(=O)CSC2c1ccc(OC)cc1 (stereo not given)
    1.5	-52	-2	-5	5	-2	-10	-1	-7	-11
45) CN1CCN2c3ccccc3CC3(C(=O)N(C)C(=O)N(C)C3=O)C2C1 (stereo not given)
    -0.5	-21	-3	-4	10	-4	-2	-2	-4	-9
46) CC(C)(Cl)[N+](=O)[O-]
    -1.0	-7	/	-12	2	2	1	-2	1	-6
47) Cc1ccsc1C(=O)C1CCCN(Cc2cnn(C(C)C)c2)C1 (stereo not given)
    0.7	-4	0	-1	-5	1	8	-6	-6	-5
48) C[C@]12CC[C@H]3C(CCC4(O)CC(O)CC[C@]34C=O)C1=CC[C@H]2c1ccc(=O)oc1 (stereo not given in full)
    1.6	-82	0	-17	5	23*	-64	-11	-2	-11
49) CCOc1ccccc1CNCCc1ccc2c(c1)OCO2
    -1.8	15	9	-18	-7	-4	5	0	-1	-14
50) CCC(c1ccc(C)cc1)N1C(=O)C2C3CCC(O3)C2C1=O (stereo not given)
    0.0	14	-3	0	-3	-1	-1	2	-2	-15
51) O=C(Nc1ccc(Cl)cc1C(=O)c1ccccc1Cl)c1ccco1
    -0.4	5	-1	-8	3	-2	3	/	-3	13
52) C/C=C1/CN2C3CC1C(CO)(C(=O)OC)C2Cc1c3n(C)c2ccccc12 (stereo not given)
    -0.6	2	/	-7	-5	0	-13	-2	0	-7
53) Cc1nc2ccccc2c(=O)n1-c1ccc(Br)cn1
    1.0	/	0	5	3	/	/	16	-6	0
54) Cc1c(C=O)c2ccccc2n1Cc1cccc(F)c1
    -0.5	-17	0	-6	-9	5	-14	/	1	10
55) COC(=O)CNC(=O)c1cn(CCC#N)nc1-c1ccc(F)cc1
    -0.6	5	-2	-21	1	-2	9	-1	2	-18

# Reprinted: compounds 32–34
# Below each SMILES – CDK5 inh	HTR5A inv ag	NSD2 HMT inh	PvdQ inh	dFosB act	HTR5A ag	MITF act	Wnt bcat act	V-ATPase pH	SR-BI HDL uptake
32) CC(O)(CS(=O)(=O)c1cccc(C(F)(F)F)c1)C(=O)Nc1ccc(C(F)(F)F)cc1 (stereo not given)
    -1.7	4	-2	12	-14	0	-4	-1	2	-20
33) CCCn1c(C)c(C(=O)c2cccc3ccccc23)c2ccccc21
    1.3	-13	/	11	6	-2	18	-2	-5	82*
34) OC(c1ccccc1)(c1ccccc1)c1ccncc1
    1.0	-1	-3	-10	-1	0	-18	-1	7	-3

# A portion of the library; count on the stated rates, not on these rows.
